PAFAH2 FP inh – inhibitors of human PAFAH2 | Q99487 | recombinant PAFAH2, FP-rhodamine activity probe, fluorescence polarization | inhibition, % at 3.39 µM | actives 0.99% (n = 340,000);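 active = inhibition above the mean over all tested compounds plus 3 SD, cut at about 30% in these data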;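 also: inhibitors block probe labeling of enzyme so polarization drops; 0% = enzyme with DMSO and 100% = wells lacking PAFAH2 protein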
LYPLA1 counter – counter-screen for PME1 inhibitors: inhibitors of human LYPLA1; O75608; recombinant LYPLA1, FP-Rh probe fluorescence polarization; inhibition, % at 5.9 µM; actives 0.16% (n = 320,000);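 active = inhibition above the mean of all tested compounds plus 3 SD, set per campaign, cut at about 14% in these data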;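 also: inhibitors block serine hydrolase probe labeling of LYPLA1 so polarization falls; 0% = enzyme with DMSO and 100% = wells lacking LYPLA1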
pPAFAH FP inh – pPAFAH (human) enzyme inhibition; actives 1.5% (n = 330,000); Q13093; recombinant pPAFAH, FP-rhodamine probe fluorescence polarization; inhibition, % at 3.39 µM;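 active = inhibition above the mean inhibition across the screen plus 3 SD, cut at about 25% in these data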;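 also: inhibitors block binding of the rhodamine activity-based probe so polarization drops; 0% = enzyme with DMSO and 100% = wells lacking pPAFAH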
LYPLA2 inh – LYPLA2 (human) inhibition in PME1 counter-screen. recombinant LYPLA2, FP-Rh probe fluorescence polarization. inhibition, % at 5.9 µM. actives 0.38% (n = 320,000). AID 2177;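 active = inhibition above the screen-wide mean plus 3 SD, limit set per campaign, cut at about 26% in these data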;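 also: 0% = LYPLA2 with DMSO and 100% = wells lacking LYPLA2 enzyme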
PREPL inhibitor – inhibitors of human prolyl oligopeptidase-like enzyme PREPL; inhibition, % at 5.96 µM; actives 0.68% (n = 320,000); Q4J6C6; AID 2751; recombinant PREPL, fluorescence polarization activity-based probe; in the data active = inhibition above about 43%;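 also: 0% = enzyme with DMSO and 100% = wells lacking enzyme; many of its hits are not listed in these tables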
Target sequence (Q4J6C6 whole entry, looked up): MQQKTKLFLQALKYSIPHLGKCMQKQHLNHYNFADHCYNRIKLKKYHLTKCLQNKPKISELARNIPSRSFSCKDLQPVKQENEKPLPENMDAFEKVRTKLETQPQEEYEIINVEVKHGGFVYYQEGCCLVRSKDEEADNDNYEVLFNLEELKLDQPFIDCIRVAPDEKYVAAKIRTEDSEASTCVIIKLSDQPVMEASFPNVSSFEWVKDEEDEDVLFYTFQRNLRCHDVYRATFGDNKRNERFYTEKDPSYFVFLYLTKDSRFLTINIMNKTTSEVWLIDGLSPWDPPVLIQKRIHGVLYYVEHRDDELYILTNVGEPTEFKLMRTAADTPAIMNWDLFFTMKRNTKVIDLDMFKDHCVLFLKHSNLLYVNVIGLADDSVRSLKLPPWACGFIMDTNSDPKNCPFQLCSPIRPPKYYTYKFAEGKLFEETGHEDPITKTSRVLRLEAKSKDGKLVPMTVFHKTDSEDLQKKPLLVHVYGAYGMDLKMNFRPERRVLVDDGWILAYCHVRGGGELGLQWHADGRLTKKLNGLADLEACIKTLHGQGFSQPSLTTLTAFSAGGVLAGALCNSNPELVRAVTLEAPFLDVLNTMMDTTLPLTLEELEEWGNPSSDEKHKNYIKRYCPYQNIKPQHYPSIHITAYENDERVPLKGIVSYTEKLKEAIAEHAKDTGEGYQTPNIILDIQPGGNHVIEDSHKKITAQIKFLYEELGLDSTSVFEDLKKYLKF
PAFAH1B2 inh – PAFAH1B2 (human) inhibition; AID 492953; P68402; inhibition, % at 3.39 µM; actives 1.2% (n = 340,000); recombinant PAFAH1B2, FP-rhodamine activity probe, fluorescence polarization;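 active = inhibition above the mean of all tested compounds plus 3 SD, cut at about 24% in these data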;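 also: 0% = enzyme with DMSO and 100% = wells lacking PAFAH1B2; many of its hits are not listed in these tables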
Target sequence (P68402 whole entry, looked up): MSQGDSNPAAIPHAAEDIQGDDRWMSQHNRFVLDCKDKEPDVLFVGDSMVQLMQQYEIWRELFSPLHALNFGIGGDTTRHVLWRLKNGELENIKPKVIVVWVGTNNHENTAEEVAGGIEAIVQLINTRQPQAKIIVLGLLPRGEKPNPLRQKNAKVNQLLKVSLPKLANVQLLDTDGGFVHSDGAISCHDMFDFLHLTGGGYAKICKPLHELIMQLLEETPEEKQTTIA
EBNA-1 inhibitor – blocks EBNA-1 binding to DNA. EBNA-1 DNA binding, fluorescence polarization. inhibition, % at 14.8 µM. actives 0.34% (n = 300,000); in the data active = inhibition above about 28%
PAFAH1B3 FP inh – PAFAH1B3 (human) inhibition; recombinant PAFAH1B3, FP-rhodamine probe, fluorescence polarization; Q15102; inhibition, % at 3.39 µM; actives 0.28% (n = 340,000); AID 492972;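 active = inhibition above the screen-wide average of all tested compounds plus 3 SD, cut at about 25% in these data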;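 also: 0% = enzyme with DMSO only and 100% = wells lacking PAFAH1B3 protein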
ZTA DNA inh – counter-screen for EBNA-1 inhibitors: inhibitors of Epstein-Barr virus ZTA. ZTA-DNA binding, fluorescence polarization. AID 2234. inhibition, % at 11 µM. actives 0.15% (n = 320,000); in the data active = inhibition above about 33%
The depositor's hits bear a star; · = not tested or not shown.

SMILES	PAFAH2 FP inh	LYPLA1 counter	pPAFAH FP inh	LYPLA2 inh	PREPL inhibitor	PAFAH1B2 inh	EBNA-1 inhibitor	PAFAH1B3 FP inh	ZTA DNA inh
Cc1ccccc1-c1cc(C(=O)Nc2sc(C(=O)OC(C)C)c(C)c2C#N)c2ccccc2n1	8	-9	22	2	3	6	9	5	10
CCCCN(CCCC)CC(O)Cn1c2ccccc2c(=O)c2ccccc21 (centres undefined)	·	-5	-6	-10	-10	·	-6	·	5
Cc1ccc(-c2nn(-c3ccccc3)cc2C(=O)N2CCN(C3CCS(=O)(=O)C3)CC2)cc1 (centres undefined)	0	6	0	10	11	1	·	3	13
O=C(Nc1ccc(Cl)cc1)c1ccc(-c2ccccn2)s1	·	-1	1	-4	-4	·	-3	·	10
COc1ccccc1C(=O)Nc1ccccc1C(=O)N1C(C)CCCC1C (centres undefined)	1	-1	-4	-2	0	0	-5	6	2
COC(=O)C1=C(C)N=c2s/c(=C/c3cccs3)c(=O)n2C1c1cccs1 (centres undefined)	7	1	-4	-4	1	3	-1	1	-3
COCCNC(=O)C(=O)N/N=C(\C)CC(=O)Nc1cccnc1	2	-1	2	-7	-6	2	-10	-3	3
COc1ccc(CCN(C)C(=O)CSc2ncnc3sccc23)cc1OC	2	-1	0	0	8	2	-6	-1	-6
CC(=O)Nc1ccc(NC(=O)CSc2ncc(C(=O)Nc3ccc(F)cc3)c(=O)n2C)cc1	6	-3	2	-3	2	2	-1	8	10
CCC(CC)NC(=O)Cc1ccccc1[N+](=O)[O-]	6	3	0	4	8	1	0	15	-3
O=S(=O)(CCc1ccncc1)C1Cc2cccc3cccc1c23 (centres undefined)	6	-1	-5	0	10	-2	-3	7	-8
COc1ccccc1N1CCN(C(=O)C2CCN(S(=O)(=O)c3ccc4c(c3)CC(C)N4C(C)=O)CC2)CC1 (centres undefined)	-10	-3	8	-7	11	5	-1	3	-10

Full records, looked up by structure. Values in the order: PAFAH2 FP inh, LYPLA1 counter, pPAFAH FP inh, LYPLA2 inh, PREPL inhibitor, PAFAH1B2 inh, EBNA-1 inhibitor, PAFAH1B3 FP inh, ZTA DNA inh
Shown for COc1ccccc1C(=O)Nc1ccccc1C(=O)N1C(C)CCCC1C (centres undefined) → 1, -1, -4, -2, 0, 0, -5, 6, 2
Shown for Cc1ccc(-c2nn(-c3ccccc3)cc2C(=O)N2CCN(C3CCS(=O)(=O)C3)CC2)cc1 (centres undefined) → 0, 6, 0, 10, 11, 1, ·, 3, 13
Shown for COC(=O)C1=C(C)N=c2s/c(=C/c3cccs3)c(=O)n2C1c1cccs1 (centres undefined) → 7, 1, -4, -4, 1, 3, -1, 1, -3
Shown for COCCNC(=O)C(=O)N/N=C(\C)CC(=O)Nc1cccnc1 → 2, -1, 2, -7, -6, 2, -10, -3, 3
Shown for O=S(=O)(CCc1ccncc1)C1Cc2cccc3cccc1c23 (centres undefined) → 6, -1, -5, 0, 10, -2, -3, 7, -8

2 consecutive records from above, for reference:
SMILES	PAFAH2 FP inh	LYPLA1 counter	pPAFAH FP inh	LYPLA2 inh	PREPL inhibitor	PAFAH1B2 inh	EBNA-1 inhibitor	PAFAH1B3 FP inh	ZTA DNA inh
O=S(=O)(CCc1ccncc1)C1Cc2cccc3cccc1c23 (centres undefined)	6	-1	-5	0	10	-2	-3	7	-8
COc1ccccc1N1CCN(C(=O)C2CCN(S(=O)(=O)c3ccc4c(c3)CC(C)N4C(C)=O)CC2)CC1 (centres undefined)	-10	-3	8	-7	11	5	-1	3	-10

Later entries
SMILES	PAFAH2 FP inh	LYPLA1 counter	pPAFAH FP inh	LYPLA2 inh	PREPL inhibitor	PAFAH1B2 inh	EBNA-1 inhibitor	PAFAH1B3 FP inh	ZTA DNA inh
COc1ccc2c(c1)c(CC(=O)Nc1cc(C)ccc1C)c(C)n2C(=O)c1ccc(Cl)cc1	-12	-4	2	-8	-6	0	3	-8	-3
Oc1c(C(c2ccccn2)N2CCCCC2)cc(Cl)c2cccnc12 (centres undefined)	10	-6	5	-1	12	2	-12	6	-5
CN(C)S(=O)(=O)c1ccc(C(=O)OCC(=O)NC(=O)NC2CCCC2)cc1	4	·	0	·	13	7	·	-1	·
Cc1ccc(-c2nc(SCC(=O)Nc3ccccc3OC(F)F)c3c(C)c(C(=O)O)sc3n2)cc1	·	-10	1	-17	-20	·	30*	·	20
CCN(CC)c1ccc(/C=C2\NC(=O)NC2=O)cc1	-4	-1	1	-5	-1	6	-8	9	-13
Cc1ccsc1/C=C1/C(=O)NN(c2ccccc2)C1=O	18	3	0	10	10	3	1	12	-13
CCN(CCNC(=O)C1=C(C)C(=O)OC12CCC(C)CC2)c1ccccc1 (centres undefined)	-3	0	3	2	-2	1	12	-1	-5
COc1ccc(S(=O)(=O)Nc2c(C(=O)O)[nH]c3ccc(OC)cc23)cc1	4	3	10	2	8	14	-3	0	-17
O=C(CCc1ccc(S(=O)(=O)N2CCOCC2)cc1)Oc1ccccc1	1	3	6	4	0	8	9	4	7
CC1CCCCN1C(=O)COc1ccc(S(=O)(=O)N2CCCC2)cc1[N+](=O)[O-] (centres undefined)	5	1	3	5	11	7	·	12	-1
CC(=O)c1c(C)[nH]c(C(=O)Nc2nc(C)cs2)c1C	0	-2	0	-1	9	4	-2	5	2
COc1cccc(CN2CCCC(C(=O)N3CCCCC3)C2)c1 (centres undefined)	-5	-2	-1	-5	-1	-1	10	0	13
COc1ccc(C(=O)NNC(=S)NC(=O)c2cccnc2)cc1	-2	0	4	4	-3	6	2	3	-16
NS(=O)(=O)c1ccc(NC(=O)/C=C/c2cn(-c3ccccc3)nc2-c2cccc(Cl)c2)cc1	-136	-90	-60	-200	-40	-52	30*	-97	5
CC(C)c1nnc(NC(=O)CN(C)S(=O)(=O)c2ccc3c(c2)OCCO3)s1	-1	-1	-2	0	-2	-1	-12	1	3
CCOC(=O)c1cnc(-n2cc(C)cn2)nc1NCc1ccc2c(c1)OCO2	-2	0	4	0	58*	4	19	0	6
COc1ccc2ccccc2c1/C=N/Nc1cccc(C(=O)O)c1	10	9	13	8	11	2	-1	11	3
COc1ccc(Nc2nc(N/N=C/c3ccc(N(C)C)cc3)nc(C)c2[N+](=O)[O-])cc1	-6	-2	9	-7	26	1	-5	-8	-11
O=C(/C=C/c1ccccc1)OCC(=O)c1c[nH]c2ccccc12	5	·	-3	·	-28	1	·	7	·
CC1=NNC(=O)C1C(c1ccc(Cl)cc1)C(C#N)C#N (centres undefined)	·	-2	3	-1	-33	·	4	·	-5
Cn1c(SCC(=O)N2CCCCC2)nnc1-c1ccc(S(=O)(=O)N2CCOCC2)cc1	-4	1	4	-3	1	-2	3	5	-14
Cc1c(Cl)cccc1NC(=O)CSCC(N)=O	3	0	6	-1	1	-4	5	-3	4
CCOC(=O)c1sc(NC(=O)C2CC2)cc1C	5	2	-4	3	-7	3	-9	5	-11
COc1cc(C(=O)NNC(=O)c2cc(S(=O)(=O)N(C)C)ccc2N2CCCC2)cc(OC)c1OC	-1	3	-1	2	1	1	·	-6	-2

Sorted by value in PAFAH1B3 FP inh (rising): some entries from above
SMILES	PAFAH2 FP inh	pPAFAH FP inh	PREPL inhibitor	PAFAH1B2 inh	EBNA-1 inhibitor	PAFAH1B3 FP inh
COc1ccc2c(c1)c(CC(=O)Nc1cc(C)ccc1C)c(C)n2C(=O)c1ccc(Cl)cc1	-12	2	-6	0	3	-8
CN(C)S(=O)(=O)c1ccc(C(=O)OCC(=O)NC(=O)NC2CCCC2)cc1	4	0	13	7	·	-1
COc1ccc(C(=O)NNC(=S)NC(=O)c2cccnc2)cc1	-2	4	-3	6	2	3
Oc1c(C(c2ccccn2)N2CCCCC2)cc(Cl)c2cccnc12 (centres undefined)	10	5	12	2	-12	6

The list goes on.
SMILES	PAFAH2 FP inh	LYPLA1 counter	pPAFAH FP inh	LYPLA2 inh	PREPL inhibitor	PAFAH1B2 inh	EBNA-1 inhibitor	PAFAH1B3 FP inh	ZTA DNA inh
CC1(C)Cc2c(ccc3ccccc23)C(=O)N1	12	-3	5	-6	12	-2	3	0	5
CC(C)CNc1ncnc2c1sc1nc(N3CCOCC3)c3c(c12)CC(C)(C)OC3	-1	0	-1	-5	-3	7	-1	3	-7
Cc1ncc(N=Nc2ccccc2Cl)c(-c2ccccc2)n1	4	3	9	1	25	2	-2	6	-3
CC1CC(C)CN(S(=O)(=O)c2ccc(NC(=S)NC(=O)c3ccccc3)cc2)C1 (centres undefined)	-6	-1	-4	-6	0	4	5	-3	-12
CCOC(=O)N1CCN(C(=O)C(=O)Nc2ccc3nc4n(c(=O)c3c2)CCCCC4)CC1	2	10	1	0	-5	6	1	1	-2
Cc1ccc(OCC(=O)Nc2ccc(S(=O)(=O)N3CCCC3)cc2)cc1	-10	-6	2	-9	-36	3	8	0	5
O=C(/C=C/c1ccc([N+](=O)[O-])cc1)N(c1ccccn1)C1CCCCC1	-6	-1	1	-1	12	1	-4	5	-4
CCCCNC(=O)c1cc(C)no1	1	2	2	8	-2	-2	-7	6	8
COCCNCC(O)CON=C1c2ccccc2-c2ccccc21 (centres undefined)	-6	2	3	3	-21	-2	-3	2	2
CCCCN(CC)CCNC(=O)c1cc2c(-c3ccc(Cl)cc3)nn(C)c2s1	-5	-19	-3	-11	-76	-2	-3	8	12
COc1ccc(/C=C2\SC(=S)N(CCCC(=O)N3CCN(C)CC3)C2=O)cc1	-7	2	0	-3	27	-1	14	4	-1
Cc1[nH]c2ccc(F)cc2c1CCN(Cc1cccnc1)C(=S)Nc1cccc(F)c1	1	-1	7	0	3	7	-4	-1	6
O=C(CS(=O)(=O)c1ccc(C(F)(F)F)cn1)NNC(=O)c1ccccc1	2	2	-1	1	-5	0	-2	-2	-1
COC(=O)c1ccc(C2c3c(oc4ccccc4c3=O)C(=O)N2CCCN2CCOCC2)cc1 (centres undefined)	-7	2	-4	-1	0	4	-4	6	-5
CCn1c2ccccc2c2cc(NC(=O)c3cccc([N+](=O)[O-])c3C)ccc21	-10	-2	7	7	26	-2	1	0	-3
COc1ccc(-c2cc(C(=O)N3CCCC3)c3ccccc3n2)cc1OC	10	2	6	1	0	-1	6	7	3

The list is partial. The share of hits here may be higher or lower than overall.
